# Mot1-301 SUMO: SUMOylation pathway inhibition by Mot1-301 growth rescue; S. cerevisiae Mot1-301 growth rescue, ATP luminescence, 38.5C; percent above DMSO median, 100 means doubled; AID 2716; growth rescue, % at 18.8 µM; 1% of 320,000 active;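 active = every valid replicate shows activation above 250% relative to neutral control wells; inactive = the rest, any valid replicate at or below 250%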;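 note: OY570 slx delta 5 strain wells were the positive control but not used for scaling; some compounds called inactive have numbers as strong as hits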
# AddAB inh: less growth of phage-infected E. coli with AddAB. E. coli expressing H. pylori AddAB, absorbance growth. inhibition, % at 11.9 µM. 0.29% of 330,000 active; in the data active = inhibition above about 12%;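 note: 0% = vehicle wells of infected cells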
# Ecoli viability: counter-screen for AddAB inhibitors: E. coli growth inhibition; E. coli V3065 growth, OD600 absorbance, 18 h; inhibition, % at 11.9 µM; 0.27% of 330,000 active; AID 449728;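 active = inhibition above the campaign's mean inhibition across all tested compounds plus 3 SD, cut at about 9.9% in these data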;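 note: uninfected addAB+ strain grown without phage in ampicillin broth; 0% = DMSO wells and 100% = ciprofloxacin 0.95 µg/ml wells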
# Numbers without * were called inactive; i = inactive. This is a subset, so the mix of outcomes need not match the whole.
# The opening 6 compounds, to show the layout:
SMILES,Mot1-301 SUMO,AddAB inh,Ecoli viability
O=C(NNC(=O)C1C2CCC(C2)C1C(=O)O)c1ccc(Br)o1 (stereo unspecified),-12.9,2.9,-1.6
CS(=O)(=O)N(Cc1nc2sc3c(c2c(=O)[nH]1)CCCC3)C1CCCCC1,-12.7,2.6,-3.4
CSc1nc(-c2ccccc2)nc(N)c1C(C)=O,12.5,3.7,-0.9
N#CC1=C(N)Nc2ncnn2C1c1ccccc1 (stereo unspecified),121.0,2.4,0.5
CCc1ccc2nc(N3C(=O)c4oc5ccccc5c(=O)c4C3c3ccc(OC)c(OC)c3)sc2c1 (stereo unspecified),-12.5,1.1,-1.1
CC(C)c1ccc(/C=C/C(=O)Nc2nn[nH]n2)cc1,-3.7,3.9,-0.9

# The whole of this part, from the start:
SMILES,Mot1-301 SUMO,AddAB inh,Ecoli viability
O=C(NNC(=O)C1C2CCC(C2)C1C(=O)O)c1ccc(Br)o1 (stereo unspecified),-12.9,2.9,-1.6
CS(=O)(=O)N(Cc1nc2sc3c(c2c(=O)[nH]1)CCCC3)C1CCCCC1,-12.7,2.6,-3.4
CSc1nc(-c2ccccc2)nc(N)c1C(C)=O,12.5,3.7,-0.9
N#CC1=C(N)Nc2ncnn2C1c1ccccc1 (stereo unspecified),121.0,2.4,0.5
CCc1ccc2nc(N3C(=O)c4oc5ccccc5c(=O)c4C3c3ccc(OC)c(OC)c3)sc2c1 (stereo unspecified),-12.5,1.1,-1.1
CC(C)c1ccc(/C=C/C(=O)Nc2nn[nH]n2)cc1,-3.7,3.9,-0.9
COc1cc(/C=N/Nc2nc(N3CCCCC3)nc(N3CCCCC3)n2)ccc1OC(=O)c1ccco1,-0.3,3.7,1.7
O=C(CSc1ccccn1)Nc1ccc2ccccc2c1,-19.8,4.9,2.6
N#Cc1cc([N+](=O)[O-])ccc1NC(=O)COC(=O)CC1CCCC1,-16.6,2.5,2.1
CCOC(=O)C(CC)(CCC(=O)OC)c1csc(Nc2ccccc2O)n1 (stereo unspecified),53.0,-0.2,-0.9
CCOC(=O)C1CCN(Cc2ccccn2)CC1,5.6,-1.2,-0.9
CCCOc1ccc(C2C(C(=O)c3ccc(C)o3)=C(O)C(=O)N2Cc2cccnc2)cc1 (stereo unspecified),-20.0,0.4,-2.9
C/C=C/C=C/C(=O)Nc1cccc(C2=NOC3(C2)C[C@H](C(N)=O)N(C(=O)CC(c2ccccc2)c2ccccc2)C3)c1 (stereo partly specified),-12.0,-1.3,-1.9
Cc1cc(C)n(-c2nc(SCC(=O)O)c3c4c(sc3n2)CCCC4)n1,51.2,-3.0,-3.9
CCc1cc2c(=O)c(-c3ccc(F)cc3)c(C(F)(F)F)oc2cc1OCC(=O)O,807.4*,3.5,1.4
CCn1cc(C(=O)Nc2ccc(C)cc2C)c(=O)c2ccc(C)nc21,-16.9,1.9,-0.5
CCc1ccc(/C=C2/Sc3ccccc3N(CC(=O)NCCCOC)C2=O)cc1,-9.5,-1.6,0.9
C(=C1/CCCC2=C1Nc1ncnn1C2c1ccccc1)/c1ccccc1 (stereo unspecified),2.7,-1.0,-2.7
CCN1CCN(c2ccc(NC(=O)c3cnccn3)cc2)CC1,6.3,-1.4,0.6
CCc1ccccc1NC(=O)CSc1nc(-c2ccccc2)nn1C(=O)c1cccc([N+](=O)[O-])c1,-0.8,2.5,0.5
COc1cc([N+](=O)[O-])cc(/C=N/NC(=O)CSc2nnc(-c3ccccc3)n2C)c1O,76.9,0.4,1.5
CCn1cc(C(=O)NC2CCC(C)CC2)c(=O)c2cc(S(=O)(=O)N3CCCCC3)ccc21 (stereo unspecified),-22.5,0.2,-2.2
CCOC(=O)c1[nH]c2ccc(OC)cc2c1NC(=O)CN1CCN(c2ccccn2)CC1,-12.8,0.5,-0.1
CC1(OC(=O)c2ccco2)C(=O)C=C2C=C(c3ccc(C#N)cc3)OC=C2C1=O (stereo unspecified),-24.9,1.5,-1.2
COc1ccc(N/C(=C(/C(Cl)=C(Cl)Cl)[N+](=O)[O-])n2nnc3ccccc32)cc1OC,5.1,2.8,-0.1

# Compound profiles, as listed above:
# COc1ccc(N/C(=C(/C(Cl)=C(Cl)Cl)[N+](=O)[O-])n2nnc3ccccc32)cc1OC reads Mot1-301 SUMO: 5.1; AddAB inh: 2.8; Ecoli viability: -0.1
# N#Cc1cc([N+](=O)[O-])ccc1NC(=O)COC(=O)CC1CCCC1 reads Mot1-301 SUMO: -16.6; AddAB inh: 2.5; Ecoli viability: 2.1

# Following part.
SMILES,Mot1-301 SUMO,AddAB inh,Ecoli viability
CCOC(=O)c1cc(-c2ccccc2)sc1NC(=O)c1ccc(OC)cc1,-15.1,2.4,4.0
O=S(=O)(c1ccc(-c2ccon2)s1)N1CCN(c2ccncc2)CC1,-2.4,2.9,0.3
CC(C)[C@H](NC(=O)[C@H](CC(=O)O)NC(=O)[C@H](CCCCN)NC(=O)[C@@H](N)CCCN=C(N)N)C(=O)N[C@@H](Cc1ccc(O)cc1)C(=O)O,-1.7,0.8,0.9
Cc1ccc(C2=NCN(c3ccc(C(=O)O)cc3)C(=S)N2)cc1,9.1,0.5,-1.0
Cc1sc2ncnc(Sc3nc4ccccc4s3)c2c1C,512.0*,-0.3,0.2
CC(=O)Nc1ccc(NC(=O)Cc2ccc(F)cc2)cc1,4.3,1.9,1.8
COc1cc(/C=N/n2cnc3c(sc4nc(C)cc(C)c43)c2=O)ccc1O,14.0,-0.3,-0.4
c1ccc(-c2nc(Sc3ncnc4c3cnn4-c3ccccc3)n[nH]2)cc1,i,1.1,1.0
O=Cc1sc(N2CCOCC2)nc1-c1ccccc1,17.4,-0.7,-0.6
Cc1nc2ccccn2c1/C(O)=C1\C(=O)C(=O)N(CCCN(C)C)C1c1ccc(F)cc1 (stereo unspecified),23.0,2.3,-2.0
Cc1ccc(C(=O)NC(C)c2nc3ccccc3n2CC(=O)Nc2c(C)cc(C)cc2C)cc1 (stereo unspecified),-31.3,-0.3,0.1
C#CCOCCOCCOCCNc1nc(N2CCN(C(=O)CCCCCCCCCCNC(=O)[C@H]([C@@H](C)CC)n3cc(CCCCN=C(N)N)nn3)CC2)nc(N2CCN(C(=O)CCCCCCCCCCNC(=O)[C@H]([C@@H](C)CC)n3cc(CCCCN=C(N)N)nn3)CC2)n1,-13.9,6.0,6.0
COC(C/C=C\C(=O)[C@@H](C)OCc1ccccc1)OC,-11.8,-13.2,-1.6
Cc1nc2cc(N3CCCCC3)c(NC(=O)c3ccncc3)cc2c(=O)n1Cc1ccc(Cl)cc1,90.8,1.1,-0.9
CC(C)(O)[C@@H]1[C@@H]2C[C@@]3(CC[C@]4(C)C(CCC5[C@@]6(C)CC[C@H](O)C(C)(C)C6CC[C@]54C)[C@@H]13)C(=O)O2 (stereo partly specified),15.6,1.9,-1.3
CCCCN(CC)S(=O)(=O)c1ccc(C(=O)Nc2nnc(-c3cccs3)o2)cc1,-16.5,-3.5,-4.9
CCOC(=O)c1cnc2c(C)cccc2c1Nc1ccc(N2CCOCC2)cc1,-5.0,0.7,-2.2
COc1ccccc1C(=O)NCC(=O)NNc1ncnc(N)c1[N+](=O)[O-],6.8,0.2,-0.2
Oc1c(Cl)cc(Cl)cc1Sc1cc(Cl)cc(Cl)c1O,282.2*,15.2*,16.0*
NC(=O)[C@@H]1CCCNc2c(I)cc([N+](=O)[O-])cc2C(=O)N[C@@H](CCCN=C(N)N)C(=O)N[C@@H](CCCN=C(N)N)C(=O)N1,-8.3,0.0,0.0
Cn1c2ccccc2c2nnc(SCc3nnc(-c4ccccc4)o3)nc21,-20.0,1.6,3.0
Cc1cccc(NC(=O)Cn2c([N+](=O)[O-])cnc2C)c1C,-14.4,4.7,-1.9
CCOc1ccc(S(=O)(=O)n2nnc3ccccc32)cc1C,-9.6,1.9,1.8
Cc1ccc(C)c(CN2C(=O)C3CCCN3c3ccc(S(=O)(=O)N4CCOCC4)cc32)c1 (stereo unspecified),-2.0,2.1,-0.6
CN(c1ccccc1)S(=O)(=O)c1ccc(C(=O)Nc2nnc(-c3ccc(F)cc3)o2)cc1,302.7,-5.7,-4.6

# Carrying on.
SMILES,Mot1-301 SUMO,AddAB inh,Ecoli viability
CCCCc1ccc(C2C(C#N)=C(N)SC(N)=C2C#N)s1,-5.0,1.2,-1.6
O=C(NN1C(=O)/C(=C/c2cc([N+](=O)[O-])ccc2O)SC1=S)c1ccccc1O,1.1,5.2,1.3
CC[C@]12CCCN3CCc4c(n(c5ccccc45)C(=O)C1)C32 (stereo partly specified),-6.4,-4.4,-2.3
Cc1ccc2cc(C)c3nnc(SCC(=O)N4CCCc5ccccc54)n3c2c1C,183.2,1.4,-2.0
Nc1c(C(=O)N/N=C/c2ccc([N+](=O)[O-])cc2)sc2nnc(-c3ccccc3)c(-c3ccccc3)c12,-3.8,1.6,2.1
C#CCOCCOCCOCCNc1nc(N2CCN(C(=O)[C@H](CCC(=O)O)n3cc(C(N)Cc4ccc(O)cc4)nn3)CC2)nc(N2CCN(C(=O)[C@H](CCC(=O)O)n3cc(C(N)CC(C)C)nn3)CC2)n1 (stereo partly specified),-2.9,4.0,1.0
CSC1=C(C#N)C2(CCCC2)C(C#N)=C(N)N1,-4.8,3.2,-0.5
COc1cc(/C=C2\C(=N)N3N=C(S(C)(=O)=O)SC3=NC2=O)ccc1OS(=O)(=O)c1ccccc1,7.7,-1.8,-0.8
Nc1nc(-c2ccc(-n3nncc3-c3ccco3)cc2)cs1,-2.7,-1.9,-0.8
Cc1nc(C(=O)NC2CCCCC2)sc1C1(C)CC(c2cccnc2)=NO1 (stereo unspecified),-5.8,2.2,-1.5
CCOc1ccc(OCCCCNCCN)cc1,1.5,3.4,-0.6
NNc1nnnc2c1sc1nc(N3CCOCC3)c3c(c12)CCCC3,-21.5,1.1,0.2
COC(=O)c1sc(NC(=O)c2cnccn2)c(C(=O)OC)c1C,-2.3,2.2,-0.6
Cc1ccc(-n2[nH]c(C)c(C=Nc3ccc(S(=O)(=O)Nc4nccs4)cc3)c2=O)cc1,-7.2,12.6*,8.5
Cn1c(=O)c(C(=O)COC(=O)c2cc(-c3ccccc3)nc3ccccc23)c(N)n(Cc2ccccc2)c1=O,-8.1,4.7,-1.4
Cc1cc(N2CCCC2)nc(N2C3CCC2CC(O)(c2ccc(F)cc2)C3)n1 (stereo unspecified),247.6,1.7,1.8
CCn1cc(C(=O)O)c(=O)c2cnc(N3CCN(C(=S)NC(=O)c4ccc(Br)cc4)CC3)nc21,-8.5,3.1,1.2
Cc1cc(C)nc(-n2nc(C)cc2NC(=O)c2cccc(S(=O)(=O)N(C)C)c2)n1,-8.2,1.9,2.2
O=C1C(Cc2ccccc2)Nc2ncnc(N3CCc4ccccc4C3)c2N1Cc1ccc(Br)cc1 (stereo unspecified),3.7,3.1,1.5
Cc1nc2n(n1)C(O)c1cc([N+](=O)[O-])ccc1S2 (stereo unspecified),186.1,-0.2,3.9
O=C(NC1CCCCC1)C(c1ccc(Cl)cc1)N(C(=O)c1ccccn1)c1cccnc1 (stereo unspecified),75.4,6.5,-0.6
CC1(C)CC(=O)C(N=Nc2cc(S(=O)(=O)N3CCOCC3)ccc2Cl)=C(O)C1,-2.8,0.7,0.2
CCOC(=O)c1ccc2c(c1)C1C=CCC1C(C(=O)O)N2 (stereo unspecified),-16.1,4.6,-2.2
CC(COc1ccccc1Cc1ccccc1)N1CCCCC1 (stereo unspecified),25.3,-0.8,0.3
Cc1noc(C)c1S(=O)(=O)N1CCC(C(=O)N2CCN(C3CCCC3)CC2)CC1,6.4,-0.6,-0.5

# Additional compounds follow.
SMILES,Mot1-301 SUMO,AddAB inh,Ecoli viability
COC(=O)c1ccccc1OCCCOc1ccc(C)cc1OC,-7.9,2.2,-2.5
CCCCn1c(=O)c2c(c3ccccc31)OCC(=O)N2,0.0,4.2,1.8
CC(C)Oc1ccccc1C1CC(=O)Nc2c1c(=O)n(C)c(=O)n2C (stereo unspecified),-7.8,-0.5,0.2
O=C1CN(CC(=O)N2CCOCC2)c2ccccc2O1,8.0,-1.2,-6.8
C(=N\Nc1nc(N2CCOCC2)nc(N2CCOCC2)n1)/c1ccco1,5.7,1.0,2.0
Cn1c2ccccc2c(=O)c2c(=O)n(Cc3ccco3)c(-c3ccc(C(C)(C)C)cc3)nc21,92.4,-2.3,-4.3
CCS(=O)(=O)NCc1ccc2[nH]c3c(c2c1)CCCC3,252.3,1.7,-1.3
Cc1ccc(S(=O)(=O)NC(CCc2ccccc2)CC(=O)C(C)(C)C)cc1 (stereo unspecified),-11.8,0.7,-1.4
O=C1CCCCC1C(O)c1ccc(Cl)cc1 (stereo unspecified),-10.2,0.4,-0.5
O=C(Nc1nc2ccc(SC(F)F)cc2s1)c1ccc2c(c1)S(=O)(=O)c1ccccc1C2=O,1.6,3.3,1.4
CC[C@H](C)[C@@H](C(=O)NCCCCCCCCCCC(=O)N1CCN(C(=O)OC(C)(C)C)CC1)n1cc(CCCCN=C(NC(=O)OC(C)(C)C)NC(=O)OC(C)(C)C)nn1,-6.7,1.1,1.5
C=C(C)C(=O)Nc1cccc(C2=NOC3(C2)C[C@@H](C(N)=O)N(C(=O)c2ccc(Cl)cc2)C3)c1 (stereo partly specified),0.5,3.0,-1.9
O=C1N[C@@H](Cc2cn(S(=O)(=O)c3ccc(F)cc3)c3ccccc23)C(=O)N[C@H]1Cc1ccccc1,0.4,3.0,3.1
C/C(CCN1CCc2nc(-c3ccccc3)c(-c3ccccc3)cc2C1)=N\OC[C@@H](C)[C@H](OCc1ccccc1)C(C)C,199.0,1.3,-1.4
CC1(C)C2CC[C@]3(C)C(CC=C4[C@@H]5C[C@](C)(CO)CC[C@]5(C(=O)O)CC[C@]43C)[C@@]2(C)CC[C@@H]1O (stereo partly specified),7.2,3.7,-2.7

# Screening results (PubChem BioAssay)
